Compound activity as filed in PubChem BioAssay.
M5 PAM – potentiates acetylcholine response at human M5 receptor; P08912; CHO-K1 hM5, Fluo-8 calcium, ACh EC20 PAM; 0% = ACh EC20, 100% = ACh EC100; activation, % at 3 µM; hit rate 0.3% among 360,000; AID 624038;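 active means activation above the run cutoff, the mean activation of all test compounds plus 3 SD, cut at about 18% in these data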
Target sequence (P08912 whole entry, looked up): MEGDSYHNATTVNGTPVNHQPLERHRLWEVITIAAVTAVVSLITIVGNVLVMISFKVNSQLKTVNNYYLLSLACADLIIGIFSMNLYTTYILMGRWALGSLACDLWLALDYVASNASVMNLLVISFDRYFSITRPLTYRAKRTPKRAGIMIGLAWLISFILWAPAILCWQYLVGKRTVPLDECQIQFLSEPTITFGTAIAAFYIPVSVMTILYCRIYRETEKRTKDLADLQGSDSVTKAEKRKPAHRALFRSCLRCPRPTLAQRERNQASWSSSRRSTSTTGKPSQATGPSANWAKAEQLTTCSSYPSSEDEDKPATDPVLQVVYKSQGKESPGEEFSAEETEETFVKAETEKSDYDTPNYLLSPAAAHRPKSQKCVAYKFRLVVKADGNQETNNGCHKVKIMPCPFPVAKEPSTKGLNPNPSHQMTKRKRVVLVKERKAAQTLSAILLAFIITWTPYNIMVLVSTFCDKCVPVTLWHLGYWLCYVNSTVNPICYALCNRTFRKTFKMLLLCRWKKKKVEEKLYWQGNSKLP
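system = human M5 receptor in CHO-K1 cells | compound = one concentration, 3 µM final (nominal) | schedule = Post-acetylcholine fluorescence recording 140 s | signal = Fluo-8 calcium dye fluorescence, kinetic read | benchmarks = low control EC20 acetylcholine (0%), high control EC100 acetylcholine (100%) | repeats = singlicate, one well per test compound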
CRFBP-R2 agonist – agonists of human CRF-binding protein/CRF-R2 receptor complex. AID 588473. activation, % at 13.2 µM. HEK293 CRF-R2/CRF-BP, calcium dye fluorescence (FLIPR); percent of saturating CRF peptide response. hit rate 0.46% among 350,000;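 active means activation of at least 50%, plus an integration ratio under a set limit after plate pattern correction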;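 further: plate controls were neutral control wells without compound for no effect and CRF at EC100 for full effect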
M5 antag – antagonists of human muscarinic M5 receptor (CHRM5). P08912. CHO-hM5 cells, Fluo-8 calcium fluorescence, ACh EC80. inhibition, % at 3 µM. hit rate 0.59% among 360,000. AID 624040;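 active means inhibition above a per-plate cutoff, the mean of that plate's test compounds plus 3 SD, cut at about 27% in these data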;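 further: 0% = acetylcholine EC80 with DMSO and 100% = DMSO without agonist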
CHRM4 agonist – CHRM4 agonism in calcium assay; P08173; CHO-K1 hM4/Gqi5, Fluo-8 calcium fluorescence; vehicle 0%, full acetylcholine response 100%; activation, % at 3 µM; hit rate 0.14% among 360,000; AID 624127;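 active means activation above the run mean over all test wells plus 3 SD, cut at about 32% in these data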;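 further: peak over basal fluorescence ratio per well then scaled between controls; 0% = DMSO wells and 100% = acetylcholine at EC100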
Target sequence (P08173 whole entry, looked up): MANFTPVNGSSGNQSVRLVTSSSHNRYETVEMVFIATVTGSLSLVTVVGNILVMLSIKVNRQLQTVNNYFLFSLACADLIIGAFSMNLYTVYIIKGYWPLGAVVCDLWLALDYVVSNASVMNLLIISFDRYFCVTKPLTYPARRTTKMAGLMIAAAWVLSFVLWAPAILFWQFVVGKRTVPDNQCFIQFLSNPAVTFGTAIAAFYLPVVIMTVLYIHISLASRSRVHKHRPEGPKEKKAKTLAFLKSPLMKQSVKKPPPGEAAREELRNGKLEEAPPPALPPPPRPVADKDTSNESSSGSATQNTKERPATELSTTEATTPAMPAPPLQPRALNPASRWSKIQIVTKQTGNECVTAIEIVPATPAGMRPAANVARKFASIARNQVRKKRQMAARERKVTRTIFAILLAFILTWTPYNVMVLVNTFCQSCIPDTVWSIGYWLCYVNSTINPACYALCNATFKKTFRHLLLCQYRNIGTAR
M4 antag – antagonists of human muscarinic M4 receptor (CHRM4); P08173; CHO-hM4 cells, ACh EC80, Fluo-8 calcium fluorescence; inhibition, % at 3 µM; hit rate 0.73% among 360,000;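 active means inhibition above its plate's cutoff, the mean inhibition of sample wells plus 3 SD, cut at about 27% in these data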;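 further: 0% = acetylcholine EC80 with DMSO and 100% = DMSO without agonist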
M1 PAM – positive allosteric modulators of human M1 muscarinic receptor | P11229 | CHO-K1 hM1, Fluo-8 calcium fluorescence, ACh EC20; 0% = ACh EC20, 100% = maximal ACh | activation, % at 3 µM | hit rate 0.088% among 360,000 | AID 588819; in the data active means activation above about 19%, passing the limit was not always enough
M4 PAM – potentiates acetylcholine response at human M4 receptor | P08173 | CHO-K1 hM4/Gqi5, Fluo-8 calcium fluorescence, ACh EC20; 0% = ACh EC20, 100% = maximal ACh | activation, % at 3 µM | hit rate 0.4% among 360,000 | AID 624126;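 active means activation above its plate's cutoff, the mean activation of sample wells plus 3 SD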; further: some results filed as inactive read as strong as hits
CHRM1 antagonist – blocks human M1 muscarinic receptor; P11229; CHO-K1 hM1, Fluo-8 calcium fluorescence, ACh EC80 antagonist; inhibition, % at 3 µM; hit rate 1.3% among 360,000;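 active means percent inhibition above its own plate's cutoff, namely the mean of that plate's compound wells plus 3 SD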;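 further: peak over basal fluorescence ratio during 140 s after agonist addition; 0% = ACh EC80 plus DMSO and 100% = DMSO alone without agonist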
M5 ag – CHRM5 agonism in calcium assay; CHO-K1 hM5 cells, Fluo-8 calcium fluorescence; 0% DMSO wells, 100% maximal acetylcholine response; hit rate 0.19% among 360,000; activation, % at 3 µM; P08912;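 active means activation above the run's mean over test compounds plus 3 SD, cut at about 23% in these data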;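 further: signal is peak over basal fluorescence ratio across the kinetic read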
Starred values were filed as active, the others as inactive; · = not tested or not shown. An unsorted share of the library; any-hit rate near 2.8%.

SMILES | M5 PAM | CRFBP-R2 agonist | M5 antag | CHRM4 agonist | M4 antag | M1 PAM | M4 PAM | CHRM1 antagonist | M5 ag
COc1ccc(C(C)NC(=O)c2ccccc2Cl)cc1OC (stereo not drawn) | -5 | -2.4 | 2 | 1 | 4 | -10 | -13 | 18 | 2
Cc1cc(OC(C)C(=O)NC2CC(C)(C)NC(C)(C)C2)c2c(C)cc(=O)oc2c1 (stereo not drawn) | -3 | -0.7 | 3 | 0 | 5 | -1 | -6 | 2 | -4
COc1ccc(-c2nc3ncccn3c2Br)cc1 | 7 | 0.8 | 5 | 1 | 1 | 7 | 2 | 0 | 0
COc1ccccc1OCCNC(=O)Cc1ccc(S(=O)(=O)N2CCOCC2)s1 | -5 | -1.7 | 4 | 2 | -8 | 11 | 9 | -12 | 0
COc1ccc(C2N(S(=O)(=O)c3ccccc3)CCN2S(=O)(=O)c2ccc(C)cc2)cc1 (stereo not drawn) | -5 | 10 | -6 | -1 | -16 | 1 | -5 | -6 | -2
Cn1ncc2cc3c(Nc4ccc(Cl)cc4)cccc3nc21 | -11 | · | 5 | 3 | 5 | -8 | -6 | 0 | -1
CCOC(=O)COc1ccc(/C=C2\NC(=S)N(CC)C2=O)cc1 | -1 | 5.4 | 0 | 2 | 2 | -2 | -1 | 3 | 3
O=C(COc1ccccc1[N+](=O)[O-])NCC1(N2CCOCC2)CCCCC1 | -12 | -0.4 | 18 | 12 | 3 | 3 | -3 | -5 | 1
Cc1noc(C)c1C(=O)NCc1ccccc1 | -2 | -0.8 | -10 | 1 | -8 | 9 | 7 | -7 | -3
Cc1nn(-c2ccccc2)c2c1C(c1ccc(Cl)cc1)N(c1ccccc1)C(=O)N2 (stereo not drawn) | 5 | -0.1 | -9 | 0 | 6 | 3 | 16 | -4 | -3
Cc1oc2c(C)c3oc(=O)c4c(c3cc2c1C)CCCC4 | -3 | -0.2 | -5 | 3 | -24 | 2 | 10 | -3 | 0
Cc1cc(C)nc(-n2nc(C)cc2NC(=O)c2cccc(S(=O)(=O)N3CCOCC3)c2)n1 | 9 | 1.2 | -7 | 0 | 11 | 23 | 16 | -14 | 3
CCOc1ccccc1C1C2=C(COC2=O)Nc2cc3c(cc21)OCO3 (stereo not drawn) | -3 | 11 | 8 | 3 | -10 | 7 | -4 | -9 | -15
O=C(CCC1CCCCC1)Nc1nccs1 | 0 | 0.7 | -4 | 0 | -9 | 12 | 4 | -8 | -1
CCn1cc(C(=O)NCC(=O)NCCCN2CCOCC2)c(=O)c2cc3c(cc21)OCO3 | 12 | -0.5 | -9 | 1 | 0 | 8 | 3 | -7 | -2
Cc1cc(C(F)F)n2ncc(C(=O)NCCc3ccc(Cl)cc3)c2n1 | -6 | -1.1 | -1 | 5 | -4 | -1 | -4 | -17 | -5
COc1cc(C=C(c2nc3ccccc3s2)c2nc3ccccc3s2)ccc1O | -6 | 0.0 | 4 | 4 | 1 | -4 | -8 | 14 | 0
O=C1c2cccnc2C(Nc2ccc(F)c(Cl)c2)N1Cc1cccs1 (stereo not drawn) | 1 | -1.1 | 0 | 3 | 1 | 1 | 4 | 4 | 2
CCOC(=O)C1C(C(=O)NN)C1C(=O)Nc1ccccc1 (stereo not drawn) | -3 | -1.2 | -2 | 0 | -12 | 6 | -1 | -12 | 1
Cc1ccc(NC(=S)N(Cc2cccc(Br)c2)CC2CCC(C(=O)O)CC2)cc1Cl (stereo not drawn) | -4 | 0.2 | 6 | 2 | 0 | -1 | 9 | 15 | -3

One compound at a time, from the list above. Values in the order: M5 PAM	CRFBP-R2 agonist	M5 antag	CHRM4 agonist	M4 antag	M1 PAM	M4 PAM	CHRM1 antagonist	M5 ag
Listed for CCOc1ccccc1C1C2=C(COC2=O)Nc2cc3c(cc21)OCO3 (stereo not drawn) → -3	11	8	3	-10	7	-4	-9	-15
Listed for Cc1oc2c(C)c3oc(=O)c4c(c3cc2c1C)CCCC4 → -3	-0.2	-5	3	-24	2	10	-3	0
Listed for Cc1cc(C(F)F)n2ncc(C(=O)NCCc3ccc(Cl)cc3)c2n1 → -6	-1.1	-1	5	-4	-1	-4	-17	-5
Listed for Cc1cc(C)nc(-n2nc(C)cc2NC(=O)c2cccc(S(=O)(=O)N3CCOCC3)c2)n1 → 9	1.2	-7	0	11	23	16	-14	3

(further entries)
SMILES | M5 PAM | CRFBP-R2 agonist | M5 antag | CHRM4 agonist | M4 antag | M1 PAM | M4 PAM | CHRM1 antagonist | M5 ag
O=c1c(C(c2ccc(Br)cc2)c2c(O)nc3n(c2=O)CCCS3)c(O)nc2n1CCCS2 | 1 | -0.9 | 3 | -1 | 8 | -3 | 0 | 10 | 2
COc1ccc(-c2nnc(SCC(=O)O)n2Cc2ccccc2)cc1 | -6 | 0.9 | 9 | 0 | -6 | -1 | -3 | 3 | 0
COc1ccc(C(=O)Nc2ccnn2C2CCN(Cc3ccn[nH]3)CC2)cc1 | -5 | 0.3 | 19 | 1 | -10 | 10 | 3 | -11 | -5
Cn1nc(NC(=O)C2CCC2C(=O)O)c2c(F)cccc21 (stereo not drawn) | 2 | -0.4 | 0 | 1 | -11 | 1 | 19 | -3 | -3
CCCNC(=O)CCCCn1c(=S)[nH]c2c([nH]c3ccc(OC)cc32)c1=O | -2 | 0.7 | 8 | 0 | 8 | 8 | -6 | -8 | -2
CCS(=O)(=O)Nc1ccc(C2=NN(C(=S)Nc3ccccc3)C(c3ccco3)C2)cc1 (stereo not drawn) | 1 | 1.0 | -2 | 1 | 6 | 11 | 0 | -17 | -3
Cc1ccc2c(c1)NC(=O)c1cc([N+](=O)[O-])ccc1O2 | -4 | 0.5 | 9 | 1 | 1 | -1 | 5 | 10 | -4
O=C(CN1C(=O)NC(c2ccccc2)(c2ccccc2)C1=O)NCC(=O)Nc1ccc(F)cc1 | -2 | -1.6 | 19 | 2 | 1 | 2 | 0 | -2 | -1
Cn1c(SCCCC(=O)c2ccc(Br)cc2)nnc1-c1ccncc1 | -3 | -1.6 | -3 | 12 | 11 | 11 | 2 | -10 | 5
Cc1ccc(-c2cc(C(F)F)nc(N3CCOCC3)n2)cc1 | -8 | 0.8 | -2 | -2 | -6 | 8 | 7 | -8 | -1
COc1ccccc1N1CCN(Cc2cc3c(cc2[N+](=O)[O-])OCO3)CC1 | 0 | -1.1 | 6 | 0 | -5 | 16 | 3 | -15 | -5
O=C(NN=Cc1ccccc1C(=O)O)C(=O)NN=Cc1ccccc1C(=O)O | -2 | -0.4 | 2 | 0 | -2 | 16 | -3 | -12 | 0
CCOc1ncccc1C(=O)Nc1ccc(F)c(Cl)c1 | 3 | 0.5 | 6 | 0 | -3 | 9 | -8 | -8 | 0
O=C(Nc1cnn(C23CC4CC(CC(C4)C2)C3)c1)c1cnn2c(C(F)(F)F)cc(-c3ccco3)nc12 | 6 | -1.1 | -5 | 2 | -5 | 15 | 9 | -31 | 3
O=C(Nc1cc(C(F)(F)F)ccc1-n1cncn1)c1ccc(Br)cc1 | 1 | -0.7 | -4 | -2 | 11 | 1 | -4 | 2 | -2
CCCN(CCC)CCCNC(=O)CCNS(=O)(=O)c1ccc(Br)cc1 | -2 | 3.6 | 0 | 1 | 4 | -23 | 9 | 24 | -3
O=C(Nc1ccc(Oc2cccc(C(F)(F)F)c2)nc1)c1ccco1 | 9 | 0.6 | -11 | 9 | -21 | 0 | 5 | -2 | 8
O=C1OC(c2cccs2)=N/C1=C/c1ccc(-c2cccc(C(=O)O)c2)o1 | 9 | 0.9 | -3 | 1 | -1 | 8 | -3 | -3 | 0
CC(C)(CO)NC(=O)C(c1ccccc1)c1ccccc1 | 4 | 5.4 | -6 | 2 | -13 | -1 | 9 | 10 | -1
CCCC(=O)N(CCN1CCOCC1)c1nc2c(F)cc(F)cc2s1 | -1 | 7.1 | -5 | 2 | -6 | 4 | 3 | -4 | -3
O=c1c2ccccc2oc2ccc(NCCCN3CCOCC3)cc12 | 1 | 5.6 | 15 | 4 | -5 | -4 | 7 | 22 | -3
Cc1ccc(/C=N/N2CCN(Cc3cccc4ccccc34)CC2)o1 | 5 | 0.8 | -12 | -3 | 29* | 8 | 2 | -8 | -3
Cc1cccc(OCCC(=O)OCc2csc(CC(=O)Nc3ccccc3C)n2)c1 | -10 | 0.1 | 5 | 6 | 0 | -2 | -2 | 1 | 1
CN(CC(=O)Nc1ccc2c(c1)OCO2)S(=O)(=O)c1ccc2c(c1)CCC(=O)N2 | 6 | -1.0 | 1 | 2 | 4 | 3 | 20 | -32 | 1
O=C(CC1SC(N2CCCC2)=NC1=O)Nc1ccc(C(=O)NCc2ccccc2F)cc1 (stereo not drawn) | -4 | 0.6 | -1 | -1 | -12 | 2 | 0 | -9 | 2
O=C(N/N=C/c1cccc(Oc2ccccc2)c1)c1ccncc1 | -4 | -0.7 | 13 | 4 | -3 | 3 | -6 | 5 | 2
COCCNC(=O)/C(C#N)=C\c1ccc(CNS(=O)(=O)c2ccc(C)cc2)o1 | 7 | 0.3 | 2 | 0 | -4 | 1 | 0 | 16 | -3
O=C(c1ccco1)N1CCN(C(=O)c2ccc(Cn3cc(Br)cn3)o2)CC1 | 1 | -3.2 | 1 | 1 | -8 | 4 | -1 | -10 | 0
Oc1cc(NCc2cccnc2)ccc1-c1nc2ccccc2o1 | -2 | 1.0 | 7 | 4 | 13 | 4 | -5 | -3 | 1
O=C(CCCc1ccccc1)Nc1ccccn1 | 1 | -1.1 | 11 | 1 | 7 | 6 | -3 | -5 | 0
CC(CN1CCCC1)OC(=O)C(c1ccccc1)c1ccccc1 (stereo not drawn) | -13 | -1.9 | 16 | 1 | 7 | -22 | -11 | 29 | -21
CCCn1nnc(NC(=S)NC(=O)c2ccccc2OC)n1 | -2 | 0.5 | 4 | 1 | -3 | 6 | 3 | -4 | 0
Cc1n[nH]c(=O)c2c(NC(=O)CSc3nn(-c4ccc(F)cc4)c(=S)s3)oc(C)c12 | -5 | -0.8 | 3 | 6 | -15 | 18 | 6 | -9 | 0
O=Cc1ccc(O)c2ncccc12 | 2 | 9.1 | 11 | 0 | 3 | 14 | -1 | -13 | -1
Oc1ccccc1-c1cnc2cccnn12 | -3 | · | 4 | 1 | 4 | -5 | -1 | 2 | -2
CC(=O)Nc1ccc(CN2CCCC(CO)(Cc3cccc(Cl)c3)C2)cc1 (stereo not drawn) | -7 | 56* | -5 | 2 | 13 | -17 | -32 | 25 | -19
NCCCCCNC(=O)c1[nH]cnc1C(=O)N[C@@H](Cc1ccccc1)C(=O)OCc1ccccc1 | 7 | -3.2 | -1 | 0 | -6 | 4 | 7 | -3 | -9
O=C(NC1CCCCC1)NC1CCN(S(=O)(=O)c2ccc3c(c2)OCCO3)CC1 | 6 | -0.3 | -4 | 0 | 4 | 11 | 10 | -4 | -3
CSc1ccc(CNc2nc3ccccc3n3cnnc23)cc1 | 1 | 0.8 | 0 | 0 | -1 | -6 | -9 | 15 | -2
COc1cc(C(C)=O)ccc1OCC(=O)Nc1ccc2nc(C)sc2c1 | -1 | 0.1 | -11 | 13 | -33 | 0 | 3 | 5 | 5
CC(=O)OCC(=O)[C@H]1CC[C@H]2[C@@H]3CCC4=CC(=O)CC[C@]4(C)[C@H]3CC[C@]12C | -19 | 0.7 | 20 | 2 | 57* | -25 | -17 | 32 | 0
